NR2E3 ag-1: agonists of human NR2E3 nuclear receptor; inhibition of corepressor binding, % at 3.98 µM; AID 602229; Q9Y5X4; CHO-S Gal4-NCOR/VP16-NR2E3 two-hybrid, luciferase; hit rate 0.35% among 360,000;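 active = inhibition above the mean of all tested compounds plus 3 SD, cut at about 70% in these data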;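 note: 0% = DMSO with NR2E3 transfected cells and 100% = cells lacking NR2E3 construct; higher means lower luciferase signal from less NR2E3 corepressor binding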
Target sequence (Q9Y5X4 whole entry, looked up, the tested form may be a part): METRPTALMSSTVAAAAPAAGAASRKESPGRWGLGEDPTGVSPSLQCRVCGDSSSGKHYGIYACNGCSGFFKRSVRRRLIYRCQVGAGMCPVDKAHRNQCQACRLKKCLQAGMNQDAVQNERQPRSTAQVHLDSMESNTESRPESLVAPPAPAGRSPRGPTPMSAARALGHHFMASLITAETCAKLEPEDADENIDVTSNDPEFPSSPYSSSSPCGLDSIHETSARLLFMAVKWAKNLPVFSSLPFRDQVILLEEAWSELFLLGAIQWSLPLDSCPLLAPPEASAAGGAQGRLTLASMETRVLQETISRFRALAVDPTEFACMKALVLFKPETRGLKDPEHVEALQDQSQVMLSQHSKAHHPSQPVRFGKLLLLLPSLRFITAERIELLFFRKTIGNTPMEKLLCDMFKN
CF NFkB inh: cystic fibrosis NF-kB activation inhibition; KKLEB NF-kB-GFP reporter, PAF-induced, GFP fluorescence overnight; inhibition, % at 5 µM; hit rate 0.86% among 360,000;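 active = at least 50% inhibition at 5 µM, scaled per plate between neutral and stimulator controls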;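 note: PAF is a Pseudomonas aeruginosa culture filtrate used as stimulus; plate controls were PAF-stimulated DMSO wells for no effect and unstimulated DMSO wells for full effect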
NR2E3 ag-2: NR2E3 (human) agonism | GST-NR2E3/biotin-RetCOR TR-FRET, 1536-well | inhibition of corepressor binding, % at 4.78 µM | hit rate 0.12% among 320,000 | AID 2300;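 active = percent inhibition above the cutoff of mean plus 3 SD of all tested compounds, set per screening campaign, cut at about 20% in these data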;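 note: 0% = DMSO wells and 100% = biotin wells as full block of FRET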
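System: GST-tagged NR2E3 plus biotinylated RetCOR corepressor; Buffer or medium: pH 7.5 Tris-based buffer; Probe or stimulus: RetCOR corepressor, biotinylated, 7 nM; Doses: compound at 4.8 µM, single dose; Schedule: 5 h incubation at 4 °C; Technique: time-resolved FRET; Evaluation: percent inhibition of TR-FRET ratio; Replication: one well per compound, singlicate testing.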
TRPM1 prom inh: reduces MITF-dependent TRPM1 promoter luciferase signal; hit rate 0.83% among 330,000; AID 488899; SK-MEL-5 TRPM1 promoter luciferase, 24 h; inhibition, % at 12.5 µM;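 active = mean inhibition across replicates of 60% or more, whatever share of single replicates reaches that level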; note: values of inactives mirror those of a sister screen read the other way
iPSC survival up: hiPSC single-cell survival enhancement | ATPlite luminescence; 100% = ROCK inhibitor wells, 0% = DMSO | survival enhancement, % at 20 µM | hit rate 0.044% among 360,000; in the data active = survival enhancement above about 18%;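 note: cells exposed to compounds for 16 hours before the ATP read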
aDG glyco up: increases alpha dystroglycan glycosylation; Pro5-aDG cells, alpha-DG glycosylation AlphaScreen (IIH6); 0% Pro5, 100% B10-LARGE cell signal; activation, % at 10 µM; hit rate 0.22% among 360,000; AID 624168;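 active = activation of at least 8% versus controls, or a plate z-score of at least 8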;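 note: Pro5 are CHO cells carrying HIG-tagged alpha-DG that lacks glycosylation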
TWEAK Fn14 block: TWEAK-Fn14 signaling inhibition; inhibition, % at 10 µM; AID 1159606; hit rate 2% among 360,000; TWEAK-stimulated Fn14 reporter cells, luciferase luminescence, 8 h; in the data active = inhibition above about 50%
Shn3 3UTR inh: reduces Shn3 3'UTR luciferase signal in osteoblasts; inhibition, % at 12.5 µM; AID 588674; Clone20 osteoblast Shn3 3'UTR firefly luciferase, 24 h; hit rate 0.52% among 360,000;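 active = mean inhibition of at least 75% with every replicate also reaching 75%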;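 note: 0% = median of neutral control wells and 100% = pilot-screen positive control compound; some compounds past the cut are filed as inactive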
KKLEB cytotox: counter-screen for CF NF-kB inhibitors: cytotoxicity; hit rate 0.36% among 360,000; KKLEB CF airway cells viability, ATPlite luminescence, overnight; stronger effect = lower value; cells stimulated with P. aeruginosa culture filtrate; activity change (cytotoxicity), % at 5 µM; AID 602141;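 active = corrected activity change at or below -50% at 5 µM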
HIF-2a inh: HIF-2a inhibition; 786-0 RCC cells HIF-2a reporter, luciferase luminescence, overnight; inhibition, % at 18.8 µM; hit rate 0.72% among 360,000;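 active = inhibition of the luminescence signal of 40% or more relative to plate controls, in a single-dose primary screen at 18.75 µM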
Peg3 prom inh: Peg3 promoter activity inhibition; inhibition, % at 20 µM; hit rate 1.7% among 360,000; HeLa PEG-Prom luciferase reporter, luminescence, overnight; AID 588405;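 active = inhibition of at least 50% at 20 µM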
An asterisk follows results filed as active; x = not tested or not shown.

molecule	NR2E3 ag-1	CF NFkB inh	NR2E3 ag-2	TRPM1 prom inh	iPSC survival up	aDG glyco up	TWEAK Fn14 block	Shn3 3UTR inh	KKLEB cytotox	HIF-2a inh	Peg3 prom inh
Cc1cc(=O)n2nc(N3CCC(C(=O)NCCc4ccc(Cl)cc4)CC3)sc2n1	-13.5	7.3	-3.7	-0.4	-0.6	-0.1	21.1	2.9	-12.5	13.5	8.4
CC1(Cc2ccc(F)cc2)C(=O)Nc2c(Cl)cccc21 (centres undefined)	-6.9	7.9	x	x	1.4	-0.3	-1.4	8.0	-5.6	11.2	13.7
COC(=O)N(C)C[C@@H]1OCc2cn(nn2)CCCC(=O)N([C@@H](C)CO)C[C@H]1C	-1.7	-29.2	x	x	-0.6	0.2	3.9	-5.5	6.7	-3.8	17.7
O=C(Nc1ccc(Cl)c(Cl)c1)c1ccccc1	-102.4	-26.9	3.3	-57.1	-3.0	0.1	19.2	-49.4	4.1	-296.2	-319.9
COC(=O)NC1(C(F)(F)F)C(=O)Nc2c1c(=O)n(C)c(=O)n2C (centres undefined)	-8.4	-4.8	1.8	-13.7	-0.2	0.1	-15.2	-10.0	9.1	16.4	2.9
NS(=O)(=O)c1ccc(NC(=O)COC(=O)c2ccc(Cl)cc2[N+](=O)[O-])cc1	-11.4	0.9	-1.1	-5.4	-0.3	-0.1	-11.9	2.6	1.2	2.8	-3.4
O=C(CN1CCCCCC1)Nc1cccc(Br)c1	-35.7	2.4	-2.9	-27.8	-2.4	0.5	-21.4	-9.8	-16.3	-21.6	-21.7
O=C(CCNS(=O)(=O)c1c(Cl)cccc1Cl)OCC(=O)c1ccccc1F	-25.4	12.3	0.5	-17.6	-0.8	-0.2	-24.5	-23.2	3.3	-9.5	-7.4
C/C=C/C(=O)OCC(=O)Nc1ccc(F)cc1Cl	-14.0	-3.5	1.4	6.8	2.6	0.0	-13.3	9.5	-0.4	12.1	9.5
O=C(NC1CCCC1)C(c1ccsc1)N(CCc1ccccc1)C(=O)Cc1cccs1 (centres undefined)	-3.9	-1.7	2.2	7.7	0.4	-0.2	-15.7	21.1	-6.8	11.9	20.8
CCN(CC(=O)Nc1c(F)cccc1F)C(=O)COc1ccc2c(c1)CCC2	-9.4	-1.2	0.0	-20.6	-0.3	-0.2	-15.6	-12.6	-7.8	-71.2	-87.3
CC(=O)c1ccc(Sc2ccccn2)c([N+](=O)[O-])c1	-1.4	3.0	-0.9	x	-0.1	-0.1	15.6	-8.1	8.8	17.9	11.4
CSc1nc(=S)n(Cc2ccccc2)c(C)c1C(C)=O	7.4	8.6	-0.8	-4.2	-0.9	-0.3	4.4	6.9	4.5	4.3	18.1
CCS(=O)(=O)N1CCC(C(=O)NCc2ccccn2)CC1	-1.4	9.9	1.4	3.1	1.6	-0.4	2.1	-11.3	-3.0	-11.0	8.7
O=C1OCC/C1=C\c1ccccc1	0.1	2.5	1.6	7.6	-0.7	-0.2	-2.3	3.9	14.3	5.1	5.5
CC(C)(C)C1CCC(=NNC(=O)C(=O)NCc2cccnc2)CC1 (centres undefined)	14.9	-0.1	1.1	7.8	-0.2	-0.4	37.1	4.1	0.6	10.0	5.2
Cc1nnc(N2C(=O)C(=O)/C(=C(/O)c3ccc4c(c3)OCCO4)C2c2ccc(F)cc2)s1 (centres undefined)	-21.0	7.0	3.4	-17.8	-0.3	-0.2	-17.4	-47.2	7.8	-146.1	-94.3
Cc1ccc(OC(=O)c2cccc([N+](=O)[O-])c2)c(-n2nc3ccccc3n2)c1	-35.7	20.4	-4.0	-63.7	-0.4	0.3	6.5	-43.5	-6.0	-164.7	-288.2
CCCCN=C1C([N+](=O)[O-])=CC=C2C1=NC1(CCCCC1)N2O	31.2	14.6	3.1	-0.5	-0.5	-0.2	-21.6	3.5	-4.3	5.7	11.3
CCOC(=O)C1CCCN(c2c(N3CCC(N4CCCCC4)CC3)c(=O)c2=O)C1 (centres undefined)	-10.2	-3.6	-1.7	x	1.5	-0.1	-1.0	0.8	2.3	7.2	3.6
CCOc1c(Cl)cc(CNCC(C)C)cc1Cl	-3.5	4.2	-2.5	-8.7	-0.6	0.2	-21.6	0.8	-1.5	-2.0	-1.4
O=C(O)CC1=C(Nc2ccccc2)C(=O)N(c2ccccc2)C1c1ccc(Br)cc1 (centres undefined)	-14.2	-33.4	-1.1	-19.5	-0.6	-0.1	-12.6	-24.9	27.0	-176.6	-37.0
CN(C)c1ccc(-c2csc(C(O)(c3ccccc3)C(F)(F)F)n2)cc1 (centres undefined)	-70.4	22.1	x	x	-1.0	-0.4	5.7	-5.9	-19.0	-104.7	-57.2
COc1cccc(CNc2nc(NCC3CC3)nc3ccsc23)c1	84.4*	-14.1	x	x	-1.4	0.8	-21.1	85.8*	-26.8	15.3	15.8
O=C(CNC(=O)Cc1ccc(Cl)cc1)NCc1ccco1	-3.8	7.3	-4.2	-0.4	-0.8	-0.1	-4.7	-29.8	2.9	20.2	3.9
CC(=O)Nc1cc(-n2cnnn2)ccc1C	-7.2	1.4	3.2	-5.4	0.8	-0.3	-5.4	1.3	-10.1	13.7	7.5
CC1CC(=S)Nc2ccccc2S1 (centres undefined)	-7.8	-2.6	3.3	4.7	0.4	0.1	0.0	2.2	-6.7	20.3	7.3
Nc1c(/C=C2/C=CC(=O)C(O)=C2)c(=O)nc2sc(CC(=O)N3CCOCC3)nn12	-22.4	-10.1	x	0.7	0.5	-0.1	34.5	-29.9	-1.4	0.8	-18.1
Cc1ccc(-c2ccc(SCC(=O)Nc3nonc3C)nn2)cc1	-11.2	-10.5	2.0	-22.8	-0.4	-0.2	12.3	-17.7	1.3	-97.2	-99.9
COc1ccc(-n2c(SCC(=O)NCCC(C)C)nc3ccsc3c2=O)cc1	-8.8	0.4	-0.5	12.6	-0.2	-0.4	21.8	3.2	4.9	27.0	17.1

Next part.
molecule	NR2E3 ag-1	CF NFkB inh	NR2E3 ag-2	TRPM1 prom inh	iPSC survival up	aDG glyco up	TWEAK Fn14 block	Shn3 3UTR inh	KKLEB cytotox	HIF-2a inh	Peg3 prom inh
C/C(=N\NC(=O)CSc1nc(C)cc(C)n1)c1cccc([N+](=O)[O-])c1	14.3	-0.6	1.3	-5.1	1.3	0.1	-0.5	2.7	-3.6	3.8	11.0
CCn1c(CCNC(=O)c2ccc(OC)cc2)nnc1SCc1ccc(Cl)cc1Cl	-7.5	-9.8	2.7	16.2	0.7	1.2	11.8	9.7	14.4	23.3	8.9
O=C(Cc1ncc(C(F)(F)F)cc1Cl)NCCc1ccccc1	-2.0	3.2	2.5	10.6	-1.0	-0.1	-4.5	1.2	4.6	11.9	4.8
COc1ccc2c(c1)NC(=O)CC(c1ccccc1)=N2	-41.3	-13.0	5.2	-56.4	-0.8	-0.3	3.7	-29.1	-1.6	-141.5	-105.0
COC(=O)N(C)C[C@@H]1OCc2cnnn2CCCC(=O)N([C@H](C)CO)C[C@H]1C	19.0	-13.4	x	x	3.2	0.2	5.6	-9.4	1.2	10.0	-0.7
O=C(CSc1ccc2nnc(-c3ccncc3)n2n1)Nc1ccc2c(c1)OCO2	-14.9	5.2	5.6	x	0.5	-0.3	1.4	1.1	-8.1	8.6	0.0
Cc1cc(C)c2c(c1)-c1cc(C)nn1C(c1ccc3c(c1)OCO3)N2 (centres undefined)	-14.2	3.1	0.6	-9.9	11.0	0.0	2.0	-4.0	-18.6	8.0	-1.4
CC1(Oc2ccccc2-c2ccno2)CCN(Cc2ccc(-c3ccccc3)o2)C1 (centres undefined)	-22.2	14.4	x	x	1.4	-0.3	20.5	45.7	-6.4	-18.7	0.4
CC(C)=CCN1CCN(Cc2cccnc2)CC1CCO (centres undefined)	-5.2	-2.7	5.2	-9.8	-1.6	-0.1	5.6	-7.1	6.0	1.0	11.6
Cc1cc(C)n2nc(C(=O)NC3CCCc4ccccc43)nc2n1 (centres undefined)	-11.4	-17.6	0.1	-3.6	0.6	0.4	-3.4	10.7	-10.7	14.1	10.2
CCOc1cc(CC(=O)N[C@@H](CC(C)C)c2ccccc2N2CCCCC2)ccc1C(=O)O	37.0	19.2	0.6	6.2	-1.1	6.0	-7.1	10.1	7.2	-12.2	3.6
COC(=O)c1cccc(C23CC4(C2)[C@H](CN(Cc2ccc(-c5ccccc5)cc2)[C@@H]4c2ccccc2)C3c2ccc(Cl)nc2)c1 (some centres undefined)	-44.9	-4.7	2.5	-4.7	-0.1	0.1	1.2	-3.6	-3.2	1.0	0.4
CCCCOc1ccc(S(=O)(=O)NC(=O)C2(C)CCN2C(=O)CCc2ccccc2)cc1 (centres undefined)	27.8	-0.2	x	x	1.0	-0.1	4.0	-8.4	1.4	15.5	5.9
C=CCC(=O)N1CCCC(C(=O)c2ccc(Cl)cc2)C1 (centres undefined)	0.0	-9.7	4.4	-9.9	-0.1	0.1	11.5	3.6	-2.5	17.4	6.3
Cc1ccc(Nc2cc(C)nc3ncnn23)c(Cl)c1	0.5	-23.6	-2.6	4.5	2.2	0.1	18.4	-6.6	15.5	9.8	8.8
COC(=O)c1cc(C)sc1NC(=O)c1ccco1	-9.0	-1.7	1.5	-0.7	-0.4	-0.2	1.2	-2.0	-13.3	-6.8	-3.3
COc1cccc(-n2c(=O)c3ccccc3n(CC(=O)NCC3CCCO3)c2=O)c1 (centres undefined)	-44.2	3.2	1.3	-1.1	-0.4	-0.1	31.1	-11.2	8.3	8.4	0.6
O=C(O)c1ccc(NC2=C/C(=N/S(=O)(=O)c3cccs3)c3ccccc3C2=O)cc1	-2.5	87.3*	x	x	-3.2	0.9	98.2*	17.5	-20.8	13.4	-4.0
O=C(COc1ccccc1Cl)Nc1ccc(CN2CCOCC2)cc1	6.0	-9.1	1.5	-21.9	-0.4	0.0	-22.7	-11.9	6.0	-81.4	-26.0
CC(C)c1ccc(C(=O)NC(=S)NCc2cccnc2)cc1	-6.9	-4.0	-1.1	-13.4	4.5	0.5	12.9	9.6	9.7	-74.7	-41.2
CCOC(=O)c1cnc(SCC(=O)N2CCOCC2)nc1N	-24.8	-4.2	-1.7	-2.3	-2.0	0.5	1.1	-20.0	-5.1	-33.2	-13.4
O=C1c2ccccc2C(=O)N1CCCc1nc(-c2ccccc2)no1	-6.9	5.5	1.9	-5.9	-3.6	0.2	-9.9	2.7	-9.0	-4.8	-2.0

Compound activity deposited in PubChem BioAssay by several laboratories.

Compounds were not picked by outcome. Share with any hit: about 4.4%.
